Screening results deposited in PubChem BioAssay by several laboratories.
CRFR2-BP ag: CRF-BP/CRF-R2 complex agonism | HEK293 CRF-R2/CRF-BP, calcium dye fluorescence (FLIPR); percent of saturating CRF peptide response | activation, % at 13.2 µM | 0.46% of 350,000 active | AID 588473;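 active means activation of at least 50%, plus an integration ratio under a set limit after plate pattern correction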;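 further: plate controls were neutral control wells without compound for no effect and CRF at EC100 for full effect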
DNA FID counter: fluorescent intercalator displacement, NS3 helicase counter-screen; DNA fluorescent intercalator displacement, fluorescence; inhibition, % at 7.9 µM; AID 1845; 0.17% of 290,000 active; in the data active means inhibition above about 37%;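 further: 0% = vehicle and 100% = reference compound; higher means more ethidium bromide displaced from hairpin DNA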
SUMO HTRF inh: SUMOylation inhibition. inhibition, % at 35 µM. HTRF SUMOylation assay, SAE1/SAE2 + UBC9, in vitro. 0.36% of 290,000 active. P63279; in the data active means inhibition above about 50%, passing the limit was not always enough; further: strong numbers were not always called active
Target sequence (P63279 whole entry, looked up): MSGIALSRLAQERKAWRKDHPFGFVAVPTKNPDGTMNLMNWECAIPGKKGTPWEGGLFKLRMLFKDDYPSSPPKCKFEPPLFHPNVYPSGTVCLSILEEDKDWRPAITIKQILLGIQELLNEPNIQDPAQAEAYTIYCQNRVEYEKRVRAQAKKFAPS
CRFBP-R2 block: blocks CRF-induced signaling of the CRF-BP/CRF-R2 complex. HEK293 CRF-R2/CRF-BP, CRF-induced calcium fluorescence. inhibition, % at 11.8 µM. 0.59% of 350,000 active. AID 588475;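 active means inhibition of the ligand-induced calcium signal above about 50% at the single tested concentration, limit read from the data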
MEKK2 mut-MEK5: signal of MEK5 binding to mutant human MEKK2 PB1 domain; bead flow cytometry, Alexa488-MEK5 binding to MEKK2 mutant; percent response, % at 10 µM; 0.35% of 290,000 active; AID 1530; in the data active means percent response above about 24%, passing the limit was not always enough; further: inactives centre near 1; some results filed as inactive read as strong as hits
MEKK2 WT-MEK5: raises or lowers MEK5 binding to wildtype human MEKK2 PB1 domain. binding response (% of control), % at 10 µM. bead flow cytometry, Alexa488-MEK5 binding to MEKK2 WT; actives lie on both sides. 1.1% of 290,000 active. Q9Y2U5; in the data active means binding response below about 67% or above about 130%
GalR3 antagonist: antagonists of human GalR3. O60755. HEK293 GalR3-CNG cAMP membrane potential fluorescence; galR3 body fused to GalR1 C-terminus. inhibition, % at 3 µM. 0.44% of 360,000 active;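 active means inhibition above the screen-wide average plus 3 SD, cut at about 13% in these data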;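 further: forskolin and galanin both at EC90 stimulate the cells; cAMP rise reported by CNG channel membrane potential dye signal; 0% = forskolin plus galanin with DMSO and 100% = forskolin alone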
Target sequence (O60755 1-299 limits assumed): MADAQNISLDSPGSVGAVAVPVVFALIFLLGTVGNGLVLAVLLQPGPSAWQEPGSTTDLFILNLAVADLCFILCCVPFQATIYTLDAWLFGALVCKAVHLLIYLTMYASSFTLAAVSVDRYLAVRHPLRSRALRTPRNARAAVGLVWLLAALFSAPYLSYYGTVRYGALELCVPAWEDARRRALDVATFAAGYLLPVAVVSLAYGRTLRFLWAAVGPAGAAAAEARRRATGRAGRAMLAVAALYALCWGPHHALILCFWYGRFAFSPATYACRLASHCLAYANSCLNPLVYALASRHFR
MEKK3 PB1 HTS: raises or lowers MEK5 binding to the human MEKK3 PB1 domain; AID 1529; binding response (% of control), % at 10 µM; bead-based flow cytometry, Alexa488-MEK5 binding to MEKK3; actives lie on both sides; 0 = blocked by unlabeled MEK5, 100 = vehicle; 1.4% of 290,000 active;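 active means binding response more than 3 SD above or below the average of its plate-row segment, actives on both sides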;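 further: Alexa488 bead fluorescence after subtracting the streptavidin-only scavenger bead signal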
Target sequence (Q99759 whole entry, looked up, the tested form may be a part): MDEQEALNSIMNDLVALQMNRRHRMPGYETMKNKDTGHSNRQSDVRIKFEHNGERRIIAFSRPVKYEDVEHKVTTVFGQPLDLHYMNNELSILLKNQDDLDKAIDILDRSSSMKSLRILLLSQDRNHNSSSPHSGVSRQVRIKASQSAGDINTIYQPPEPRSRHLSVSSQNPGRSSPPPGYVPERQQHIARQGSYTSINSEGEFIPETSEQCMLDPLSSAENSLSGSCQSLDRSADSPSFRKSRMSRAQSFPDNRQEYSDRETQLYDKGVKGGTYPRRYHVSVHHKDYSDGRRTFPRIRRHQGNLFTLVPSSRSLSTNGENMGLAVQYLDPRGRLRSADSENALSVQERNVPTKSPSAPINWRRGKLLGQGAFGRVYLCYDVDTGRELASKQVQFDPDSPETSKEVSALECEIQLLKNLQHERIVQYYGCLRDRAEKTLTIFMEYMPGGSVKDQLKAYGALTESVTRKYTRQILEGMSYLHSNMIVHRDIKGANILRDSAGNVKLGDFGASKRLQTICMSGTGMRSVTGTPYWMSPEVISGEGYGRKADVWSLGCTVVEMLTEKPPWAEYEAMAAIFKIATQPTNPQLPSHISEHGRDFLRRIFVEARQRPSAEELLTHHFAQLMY
HCV NS3 hel inh: HCV NS3 helicase inhibition | NS3 helicase DNA unwinding, Cy5 molecular beacon fluorescence | inhibition, % at 10.9 µM | 0.56% of 290,000 active;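 active means inhibition above the mean of all tested compounds plus 3 SD, set per campaign, cut at about 35% in these data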;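 further: 0% = DMSO wells and 100% = thioflavine S control wells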
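Material: hepatitis C virus NS3 helicase domain fragment enzyme; measured by: Cy5 fluorescence, 0 and 60 min reads; control set: DMSO and thioflavine S; incubation: 60 min unwinding reaction at 25 °C after ATP addition; read-out basis: % inhibition from 60/0 min fluorescence ratio, DMSO 0%, thioflavine S 100%; repeats: singlicate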
* = called active by the depositor; x = not tested or not shown; & = joins results of further samples.

Values in the order – CRFR2-BP ag | DNA FID counter | SUMO HTRF inh | CRFBP-R2 block | MEKK2 mut-MEK5 | MEKK2 WT-MEK5 | GalR3 antagonist | MEKK3 PB1 HTS | HCV NS3 hel inh
- CN(C(=S)SCc1ccccc1)C1CCS(=O)(=O)C1 (centres undefined)
 : -0.6 | -7 | 4 | 18 | 7 | 108 | -5 | 108 | -11
- CCCCN1CC[C@H]2C=CC[C@@H](C(=O)N3CCN(c4ccccc4)CC3)[C@H]2C1=O
 : -1.5 | x | x | -2 | 2 | 101 | -6 | 101 | x
- O=C(C1=C(O)C(=O)N(CCN2CCOCC2)C1c1ccc(Cl)cc1)c1cc2ccccc2o1 (centres undefined)
 : 0.5 | -69 | -3 | -4 | -2 | 91 | -2 | 96 | 13
- CCn1c(=O)n(CCc2ccccc2)c(=O)c2c3c(sc21)CCCC3
 : 2.4 | -8 | -12 | -48 | 7 | 104 | x | 103 | 0
- CCCc1[nH]nc2c1C1(CCOC1C)C(C#N)=C(N)O2 (centres undefined)
 : -1.3 | -2 | 2 | -1 | 4 | 108 | -5 | 107 | -1
- Cc1cc(NS(=O)(=O)c2ccc(NC(=S)NC(=O)c3cccnc3)cc2)no1
 : -0.8 | -3 | 9 | -15 | -6 | 93 | 6 | 98 | 2
- CCC(=O)N1CCN(c2ccccc2NC(=S)NC(=O)c2cccc([N+](=O)[O-])c2)CC1
 : 0.0 | -32 | 2 | -33 | -3 | 98 | -2 | 101 | -11
- COc1ccc(OC)c(CCNC(=O)CS(=O)(=O)Cc2nc(-c3ccc(C)cc3)oc2C)c1
 : 1.4 | -10 | 26 | -11 | -3 | 101 | -4 | 99 | -4
- O=C1CC(C(=O)N2CCN(c3ccc(F)cc3)CC2)CN1CCc1ccccc1 (centres undefined)
 : 2.4 | -24 | 2 | -10 | -1 | 103 | 3 | 102 | 6
- CCOc1ccc(/C=C\c2nc(O)c([N+](=O)[O-])c(=O)[nH]2)cc1OCC
 : -0.4 | -7 | 8 | 15 | 5 | 108 | -3 | 106 | 0
- CN(Cc1ccccc1)C(=O)[C@H]1CCC(=O)N1Cc1ccco1
 : 0.1 | -11 | 0 | 1 | x | x | -1 | x | 2
- C/C(=N/OC(=O)c1c(-c2ccccc2Cl)noc1C)c1cnccn1
 : -1.9 | -21 | 0 | -10 | -7 | 91 | -5 | 93 | -2
- CCOC(=O)c1c(C)[nH]c(C)c1S(=O)(=O)NCC(=O)Nc1ccccn1
 : 0.4 | -1 | 1 | -3 | 3 | 105 | -3 | 99 | -2
- C/C(=N\NC(=S)Nc1ccccc1C)C1Cc2ccccc2C(=O)O1 (centres undefined)
 : -2.6 | -10 | -5 | 9 | -1 | 98 | -1 | 101 | 1
- Fc1ccccc1/C=N/Nc1ccc(Cl)nn1
 : -1.8 | -5 | 8 | -6 | 2 | 104 | -3 | 101 | 2
- CC1=C(C(=O)OCC2CCCO2)C(c2coc3ccc(Cl)cc3c2=O)C2=C(CCCC2=O)N1 (centres undefined)
 : -1.2 | -29 | 1 | 1 | 1 | 101 | -3 | 99 | -2
- C[N+](C)(C)CCCN(Cc1ccc2c(c1)OCO2)C(=O)NC1CCCCC1
 : 12 | 2 | 10 | 3 | -2 | 96 | -2 | 95 | -2
- Cc1cc(C)c(NC(=O)/C=C\C(=O)O)c([N+](=O)[O-])c1
 : 2.2 | 2 | 13 | 0 | 3 | 97 | -2 | 101 | -4
- COc1ccc(-c2nn[nH]n2)cc1OC
 : -2.5 | 1 | 3 | 36 | -11 | 92 | 3 | 90 | -5
- COc1ccc(OC)c(NC(=O)CSc2nnc(-c3ccncc3)s2)c1
 : -7.0 | -18 | 0 | -19 | 1 | 99 | -3 | 98 | 2
- CC(C)CCN1CCN(Cc2ccc(Oc3ncccn3)cc2)CC1CCO (centres undefined)
 : 0.8 | -1 | 3 | 7 | 0 | 105 | 0 | 104 | -8
- COc1ccc(CC(=O)Nc2ccc(S(=O)(=O)NCC3CCCO3)cc2)cc1 (centres undefined)
 : 0.2 | -11 | -1 | -4 | 0 | 102 | -2 | 102 | -4
- CCOC(=O)c1c(C)[nH]c(C)c1C(=O)COC(=O)CNC(=O)C1CCCCC1
 : -3.1 | -17 | 1 | 2 | -12 | 79 | -3 | 84 | -5
- CC(=O)Cn1nnc(-c2ccc(C(F)(F)F)cc2)n1
 : 3.2 | 1 | 4 | -14 | 2 | 96 | -3 | 95 | 0
- COc1ccc(N(CC(=O)NCCC2=CCCCC2)S(=O)(=O)c2ccc(C)cc2)cc1
 : x | -3 | 5 | x | 0 | 99 | x | 99 | -1
- Cc1ccccc1-n1c(C)cc(/C=N/Nc2ccc([N+](=O)[O-])cn2)c1C
 : 6.2 | -8 | 37 | 2 | 15 | 108 | -3 | 96 | 5
- COc1cccc(C(C(=O)NC2CCCCC2)N(Cc2ccco2)C(=O)c2ccccn2)c1 (centres undefined)
 : 0.9 | -35 | -8 | -6 | 2 | 103 | -10 | 102 | 11
- CC(C)NC(=O)c1ccccc1NC(=O)CCS(=O)(=O)Cc1ccccc1
 : 0.1 | -4 | -1 | -1 | -2 | 93 | -5 | 89 | 0
- O=C(CN1CCCCC1)Nc1ccc(S(=O)(=O)N2CCOCC2)cc1
 : 1.2 | 2 | -1 | 4 | 4 | 103 | -6 | 102 | 4
- O=[N+]([O-])c1cccc(S(=O)(=O)c2ccc(NCCO)c([N+](=O)[O-])c2)c1
 : -0.2 | 9 | 2 | 11 | 8 | 104 | -8 | 104 | -3

Of the compounds above, 4 contain a Cl atom:
Values in the order – CRFR2-BP ag | DNA FID counter | SUMO HTRF inh | CRFBP-R2 block | MEKK2 mut-MEK5 | MEKK2 WT-MEK5 | GalR3 antagonist | MEKK3 PB1 HTS | HCV NS3 hel inh
- O=C(C1=C(O)C(=O)N(CCN2CCOCC2)C1c1ccc(Cl)cc1)c1cc2ccccc2o1 (centres undefined)
 : 0.5 | -69 | -3 | -4 | -2 | 91 | -2 | 96 | 13
- C/C(=N/OC(=O)c1c(-c2ccccc2Cl)noc1C)c1cnccn1
 : -1.9 | -21 | 0 | -10 | -7 | 91 | -5 | 93 | -2
- Fc1ccccc1/C=N/Nc1ccc(Cl)nn1
 : -1.8 | -5 | 8 | -6 | 2 | 104 | -3 | 101 | 2
- CC1=C(C(=O)OCC2CCCO2)C(c2coc3ccc(Cl)cc3c2=O)C2=C(CCCC2=O)N1 (centres undefined)
 : -1.2 | -29 | 1 | 1 | 1 | 101 | -3 | 99 | -2

The listing picks up, starting 3 compounds before the break.
Values in the order – CRFR2-BP ag | DNA FID counter | SUMO HTRF inh | CRFBP-R2 block | MEKK2 mut-MEK5 | MEKK2 WT-MEK5 | GalR3 antagonist | MEKK3 PB1 HTS | HCV NS3 hel inh
- CC(C)NC(=O)c1ccccc1NC(=O)CCS(=O)(=O)Cc1ccccc1
 : 0.1 | -4 | -1 | -1 | -2 | 93 | -5 | 89 | 0
- O=C(CN1CCCCC1)Nc1ccc(S(=O)(=O)N2CCOCC2)cc1
 : 1.2 | 2 | -1 | 4 | 4 | 103 | -6 | 102 | 4
- O=[N+]([O-])c1cccc(S(=O)(=O)c2ccc(NCCO)c([N+](=O)[O-])c2)c1
 : -0.2 | 9 | 2 | 11 | 8 | 104 | -8 | 104 | -3
- Cc1cccc(-c2nnc(-c3cccc(NC(=O)Cc4cccs4)c3)o2)c1
 : 0.4 | -6 | -12 | 12 | 1 | 106 | -1 | 105 | -3
- CN(CC1CCCO1)S(=O)(=O)c1ccc(C(=O)Nc2nc3cc4c(cc3s2)OCO4)cc1 (centres undefined)
 : 8.5 | -14 | 37 | 28 | -2 | 101 | x | 101 | -66
- COc1ccccc1N1CCN(CC(=O)N(CC(C)C)c2c(N)n(CC(C)C)c(=O)[nH]c2=O)CC1
 : -0.4 | 2 | -5 | 22 | -6 | 97 | -6 | 93 | -7
- COc1cccc(NC(=O)C2CCCN(S(=O)(=O)c3cccc4nonc34)C2)c1 (centres undefined)
 : 6.7 | -3 | 24 | -14 | -6 | 91 | 3 | 99 | -2
- Cc1c(N=Cc2ccc(Br)s2)cccc1[N+](=O)[O-]
 : -0.8 | -3 | -5 | 1 | 2 | 102 | -5 | 102 | 0
- COc1ccc(-n2c(SCC(=O)Nc3ccc(C(N)=O)cc3)nc3ccccc3c2=O)cc1OC
 : 0.1 | -27 | 18 | -7 | 0 | 99 | 8 | 99 | -12
- O=C(COC(=O)c1cc2ccccc2cc1O)Nc1cccnc1Cl
 : 0.6 | -6 | 2 | -10 | -1 | 100 | -5 | 100 | 6
- Cc1ccc(CNC(=O)C23CN(Cc4ccccc4)CC2C(c2cccc([N+](=O)[O-])c2)=NO3)cc1 (centres undefined)
 : 2.0 | -10 | 16 | -11 | -6 | 90 | -3 | 87 | -12
- O=C(c1ccccc1)N1CCN(C2C3CC4CC(C3)CC2C4)CC1 (centres undefined)
 : -0.3 | -5 | 7 | -54 | 3 | 101 | 1 | 102 | 0
- COc1ccc(C(=O)CNc2ccc(C)cc2C)cc1
 : 1.3 | -3 | 0 | -25 | -3 | 96 | -1 | 93 | -2
- COc1cc2c(cc1OC)C(=O)Cc1ccc3c(c1CN(C)CC2)OCO3
 : -0.2 | -3 | 5 | 4 | 1&2 | 102&104 | -3 | 101&105 | -1
- O=C(O)[C@H](Cc1ccccc1)Nc1ccc([N+](=O)[O-])cn1
 : 0.6 | -2 | 12 | -7 | 2 | 103 | -11 | 103 | -16
- CC(C)(C)NC(=O)Nc1ccc(F)c(Cl)c1
 : 1.6 | -2 | 18 | 2 | 1 | 99 | -2 | 97 | 4
- O=C(c1cc(COc2ccc(F)cc2Cl)on1)N1CCN(c2cnccn2)CC1
 : 3.4 | -26 | 10 | -3 | -1 | 98 | 1 | 94 | -12
- Cc1ccc(NC(=O)c2ccc(NS(=O)(=O)c3c(C)noc3C)cc2)cc1C
 : 0.0 | -13 | 4 | -1 | 5 | 108 | 0 | 103 | -12
- CCCn1c(N)c(NCCN2CCOCC2)c(=O)[nH]c1=O
 : 1.4 | -5 | -3 | 0 | -4 | 88 | -5 | 88 | 2
- C=CCn1c(-c2ccc(F)cc2)n[nH]c1=S
 : 3.1 | -11 | 0 | -5 | -11 | 91 | -4 | 104 | -3
- Clc1ccc(-c2ncc3ccccn23)cc1
 : 1.1 | -12 | -7 | 5 | -9 | 89 | -8 | 105 | -2
- O=C(Nc1ccccc1)C1Cc2ccccc2CN1C(=O)c1ccco1 (centres undefined)
 : -0.3 | -4 | 24 | 0 | -4 | 94 | -2 | 96 | 3
- CCNC(=S)Nc1nc2c(cc1C(=O)OCC)CCCC2
 : 3.6 | -4 | -4 | -35 | 0 | 105 | -3 | 129 | 10
- O=C(CNC(=O)c1ccco1)Nc1ccc(F)c(Cl)c1
 : -1.4 | -2 | 9 | 1 | 7 | 107 | -8 | 104 | 4
- COc1cc(OC)c(C(=O)NCc2ccco2)cc1OC
 : 0.2 | -13 | 3 | 3 | 5 | 108 | -1 | 101 | 1
- CCC(=O)N1c2ccccc2NC2=C(C(=O)CCC2)C1c1ccco1 (centres undefined)
 : 1.1 | -6 | -5 | 1 | -14 | 84 | -6 | 94 | 4
- c1ccc2c(c1)CCCn1nnnc1-2
 : -1.0 | 7 | 7 | 26 | 0 | 100 | -3 | 99 | -3
- CCS(=O)(=O)NCCc1csc(C)n1
 : -0.1 | 5 | -8 | 14 | 3 | 101 | -2 | 104 | 3
- O=C(Cc1cccc2ccccc12)N/N=C/c1ccc(F)cc1
 : 0.3 | -9 | -22 | -15 | 6 | 113 | -5 | 122* | -12
- O=C1CS/C(=N\N=C\c2ccccc2Cl)N1CC1CC1
 : 4.9 | -7 | 2 | -21 | 5 | 100 | -5 | 102 | 0

Some of the compounds tested; count on the stated rates, not on these rows.
